Source: PubChem (The Scripps Research Institute Molecular Screening Center)
TEAD-YAP inh = TEAD-YAP interaction inhibition; inhibition, % at 9.12 µM; HEK-TIYL cells, TEAD-Gal4/YAP UAS-luciferase luminescence; actives 1.4% (n = 640,000); in the data active = inhibition above about 32%;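 also: 0% = median of test compound wells and 100% = reference inhibitor wells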
GPR151 ag = human GPR151 activation. AID 1508602. Q8TDV0. actives 1% (n = 650,000). activation, % at 11.2 µM. PathHunter beta-arrestin GPR151 cells, luminescence; in the data active = activation above about 4.9%;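 also: 0% = median of compound wells and 100% = cells with positive control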
MITF inh = blocks human microphthalmia-associated transcription factor; O75030; AlphaScreen MITF homodimerization, bead proximity signal; inhibition, % at 2.6 µM; actives 0.91% (n = 650,000); AID 1259374; in the data active = inhibition above about 50%;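 also: 0% = vehicle wells with protein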
FBW7 activator = human FBW7 E3 ligase activation, primary screen. Q969H0. AlphaScreen FBW7–phospho-cyclin E peptide binding, activator screen. normalized activity (activation), % at 26.1 µM. actives 0.13% (n = 650,000). AID 1259310; in the data active = normalized activity above about 1.9%;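 also: purified mutant Fbw7 with reduced substrate affinity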
Target sequence (Q969H0 whole entry, looked up): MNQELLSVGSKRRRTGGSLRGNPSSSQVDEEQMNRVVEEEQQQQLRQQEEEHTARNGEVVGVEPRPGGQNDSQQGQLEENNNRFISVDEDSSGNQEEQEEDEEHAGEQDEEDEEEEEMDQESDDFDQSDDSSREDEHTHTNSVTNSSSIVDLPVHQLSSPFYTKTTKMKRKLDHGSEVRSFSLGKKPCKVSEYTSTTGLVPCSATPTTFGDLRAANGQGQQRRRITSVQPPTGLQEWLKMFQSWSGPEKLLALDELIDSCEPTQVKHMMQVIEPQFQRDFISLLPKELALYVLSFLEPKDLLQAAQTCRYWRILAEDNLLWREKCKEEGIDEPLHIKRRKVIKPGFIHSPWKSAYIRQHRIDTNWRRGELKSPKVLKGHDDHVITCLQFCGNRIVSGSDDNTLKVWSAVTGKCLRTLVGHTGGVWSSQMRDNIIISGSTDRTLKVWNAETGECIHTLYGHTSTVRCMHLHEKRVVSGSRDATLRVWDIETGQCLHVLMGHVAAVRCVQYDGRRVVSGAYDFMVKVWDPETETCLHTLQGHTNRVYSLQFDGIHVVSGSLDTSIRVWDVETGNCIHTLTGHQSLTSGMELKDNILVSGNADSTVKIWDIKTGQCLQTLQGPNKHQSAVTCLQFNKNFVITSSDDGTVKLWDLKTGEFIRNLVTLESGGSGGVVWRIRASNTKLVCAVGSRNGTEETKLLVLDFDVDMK
Active calls of the source: *; & = joins results of further samples.

molecule,TEAD-YAP inh,GPR151 ag,MITF inh,FBW7 activator
C/C(=N\OCC(=O)N/N=C/c1ccccc1)c1cccs1,5,0.3,13,-0.1
COc1ccc(CCNC(=O)c2ccc(F)cc2)cc1OC,-2,-0.3,6,0.0
CCCN(CCC)S(=O)(=O)c1ccc(C(=O)N2CCN(C)CC2)cc1,-1,-0.4,15,0.1
Cc1ccc(-c2cc(-c3ccccc3)c(C#N)c(SC3CCCCC3=O)n2)cc1 (stereo not given),6,-0.9,18,0.2
COc1ccc(C(=O)NCC(=O)OCC(=O)c2ccc3c(c2)NC(=O)CO3)cc1,0,0.4,0,-0.1
CCCCCOC(=O)C1=C(C)NC2=C(C(=O)CC(C)(C)C2)C1c1cccc(O)c1 (stereo not given),0,-1.2,4,0.6
CCOc1cccc(C2CC(c3ccc(Cl)cc3)=NC(c3ccc(C(F)(F)F)cc3)N2)c1O (stereo not given),18,0.3,1,-0.4
CCOc1ccc(-c2nc3cc(NCc4cc(Br)ccc4O)ccc3o2)cc1,7,-0.9,6,0.1
Cc1ccc(S(=O)(=O)NC(=O)c2cc(C)n(C3CC(C)(C)NC(C)(C)C3)c2C)cc1,6,-0.4,-5,0.0
N#CC(C#N)=NNc1ccc2c(c1)OCO2,39*,-1.0,-2,0.1
CCOC(=O)c1[nH]cnc1C(=O)Nc1cccc(Cl)c1,3,0.4,13,0.0
CC(=O)Oc1cc(C)ccc1C(O)(C(F)(F)F)C(F)(F)F,6,3.1,9,0.6
CCOC(=O)Cc1[nH]nc2c1C(c1c[nH]c3ccccc13)C(C#N)=C(N)O2 (stereo not given),4,-0.1,-1,-0.4
COC(=O)Cc1cc(=O)n(-c2ccccc2)[nH]1,7,4.4,-5,-0.6
CC(=O)N1CCc2nc3ccncc3cc2C1,-2,0.1,-6,0.0
O=C(NCC1CCCO1)C1CCN(c2ccc(N3CCOCC3)nn2)CC1 (stereo not given),-1,0.1,7,0.2
COc1cc(C(=O)N2CCN(Cc3ccccc3C)CC2)cc(OC)c1OC,1,-1.1,60*,0.2
Cc1cc(C(=O)NCc2ccco2)cs1,-10,-0.4,-10,-0.1
O=C(/C=C/Nc1ccccc1Oc1ccccc1)c1ccco1,-7,-0.6,-8,0.0
COc1ccccc1C(CC(=O)O)c1ccc2c(c1)OCO2 (stereo not given),10,0.5,-2,0.0
CCN(CC)CCSc1nc(O)c(-c2ccccc2)c(=O)[nH]1,-1,-1.2,8,0.2
Cc1ccc(Nc2nnc(SC(C)C(=O)NCC3CCCO3)s2)cc1 (stereo not given),-6,0.4,-13,-0.1
CCCCc1ccc(N2C(=O)/C(=C\c3ccccc3)N=C2c2ccccc2)cc1,-6,-1.0,15,0.1
COc1ccc(/C=N/NC(=O)c2cc3c(=O)n(C)c(=O)n(C)c3nc2C)cc1,-8,0.6,3,0.0
Cc1nnc2c3c4c(sc3nc(C)n12)CCC4,1,1.1,3,0.1
CC1=NN(c2cccc(F)c2)C(=O)/C1=C/c1ccc(N(C)C)cc1,-12,-0.8,3,-0.1
CCOc1ccccc1C1C(C#N)=C(N)N(N(C)C)C2=C1C(=O)CC(C)(C)C2 (stereo not given),4,-0.7,-8,-0.1
COc1cc(Nc2nc(SCC(=O)c3ccc(O)c(O)c3)nc3ccccc23)cc(OC)c1,-1,0.9,10,-0.4
COc1cc2c(cc1OC)C(COc1ccccc1OC)N(C(=O)c1ccco1)CC2 (stereo not given),-17,0.3,4,0.1
CN(C)Cc1ccc(O)c(CN(C)C)n1,17,0.8,17,0.4
COc1ccccc1N1C(=O)CC(N2CCC(C(N)=O)CC2)C1=O (stereo not given),12,-0.2,1,-0.1
COCCCn1cnc2c(c1=O)c1nc3ccccc3nc1n2-c1ccc(C)cc1,3,-0.5,-7,0.0
CC1=CC(=O)C=C/C1=N\S(=O)(=O)c1ccc(C)cc1,-2,1.2,-8,0.1
C=CCNC(=O)Cn1c(=O)cnc2ccccc21,3,-0.7,-6,0.0
O=C(O)COc1ccc(S(=O)(=O)N2CCCCC2)cc1Cl,10,-0.4,17,-0.3
CC1CCC(C(C)C)C(OCC(O)CN2CC(C)OC(C)C2)C1 (stereo not given),-1,-1.4,2,0.0
O=C(CSc1ccc(F)cc1)Nc1nc2ccc([N+](=O)[O-])cc2s1,7,-1.5,6,0.0
Cc1ccc(-c2csc(=Nc3ccccc3)n2CCCO)cc1,-13,0.8,16,-0.3
CCOC(=O)C1CCN(C(=O)CCc2ccc(S(=O)(=O)NC(C)C)cc2)CC1,-7,0.0,2,-0.2
CSc1cccc(NC(=O)CN(c2ccc(C)c(Cl)c2)S(C)(=O)=O)c1,1,0.0,21,0.0

Looked up above:
Entry of Cc1ccc(-c2csc(=Nc3ccccc3)n2CCCO)cc1 under GPR151 ag: 0.8
Entry of COc1cc2c(cc1OC)C(COc1ccccc1OC)N(C(=O)c1ccco1)CC2 (stereo not given) under MITF inh: 4

(next part)
molecule,TEAD-YAP inh,GPR151 ag,MITF inh,FBW7 activator
O=C(CCCn1c(=O)oc2ccccc21)NNC(=O)COc1ccc(F)cc1,-1,5.7*,13,0.1
Cc1ccnc(NS(=O)(=O)c2ccc(N)cc2)c1,-1,0.0,1,0.2
Cc1ccc(-n2nc3ccc(NC(=O)c4ccccc4I)cc3n2)cc1C,-31,0.2,0,0.1
CCCCCC(=O)N/N=C(/C)c1cccs1,0,0.0,9,0.4
Cc1ccc(CNS(=O)(=O)c2ccc(C(C)(C)C)cc2)n1C,0,-0.7,-2,-0.1
O=C(CC1C(=O)NCCN1Cc1ccc2ccccc2c1)NC1CCCCCC1 (stereo not given),-2,9.5*,-2,-0.1
O=C(N/N=C/c1ccncc1)c1cccc([N+](=O)[O-])c1,12,-0.1,6,-0.1
Cc1c(C(=O)N2CCC(C)CC2)sc2ncnc(N3CCCCC3C)c12 (stereo not given),-8,-0.4,4,0.2
Cc1ccc(CN2C[C@@H]3C[C@@H](c4cccn4-c4ccccn4)N4CCC[C@@]34C2=O)o1,-9,0.5,-2,-0.2
C#CCN(Cc1ccco1)C(=O)CC1(c2ccccc2C)CC(=O)N(CCOC)C1=O (stereo not given),-51,-0.9,19,0.0
NNc1nc(-c2ccncc2)nc2ccccc12,6,0.6,-6,0.0
CCOc1cccc(C(=O)Nc2ccccc2C(=O)OC)c1,-3,0.8,-5,0.6
CC(C)(C)NS(=O)(=O)c1ccc(NC(=O)c2ccc(C(C)(C)C)cc2)cc1,-5,2.1,7,-0.1
CN1C(=O)/C(=C\c2cccc(F)c2)SC1=S,3,-0.3,-6,0.1
COc1ccc(/C=C/C(=O)N2CCC[C@@H]3CN(C(=O)Cc4ccccc4OC)CC[C@H]32)cc1,4,0.5,-7,0.1
CC(C)c1[nH]nc2c1C1(C(=O)Nc3ccccc31)C(C#N)=C(N)O2 (stereo not given),7,4.3,48,0.0
CC(=O)OC(C)(C)C1Cc2cc3ccc(=O)oc3cc2O1 (stereo not given),-5&-18,0.7&-1.5,-6&10,0.3&0.0
CC(C)N(CCNc1nc(Nc2ccc(C(F)(F)F)cc2)nc2c1ncn2Cc1ccc(C(F)(F)F)cc1)C(C)C,-5,-0.2,3,0.0
COc1ccc(C2SCc3cc(C)c(C)cc3CS2)cc1,0,0.1,30,0.7
CC(C)(C)OC(=O)NNC(=S)NCc1ccc(Cl)cc1,-6,-0.1,-10,-0.2

Reprinted at random: 5 entries already listed
molecule,TEAD-YAP inh,GPR151 ag,MITF inh,FBW7 activator
CCOc1cccc(C2CC(c3ccc(Cl)cc3)=NC(c3ccc(C(F)(F)F)cc3)N2)c1O (stereo not given),18,0.3,1,-0.4
COc1ccc(C2SCc3cc(C)c(C)cc3CS2)cc1,0,0.1,30,0.7
CCOc1cccc(C(=O)Nc2ccccc2C(=O)OC)c1,-3,0.8,-5,0.6
CCCN(CCC)S(=O)(=O)c1ccc(C(=O)N2CCN(C)CC2)cc1,-1,-0.4,15,0.1
CCCCCC(=O)N/N=C(/C)c1cccs1,0,0.0,9,0.4

(continued)
molecule,TEAD-YAP inh,GPR151 ag,MITF inh,FBW7 activator
Cc1sc2c(c1C)c(=O)n(Cc1ccccc1)c(=O)n2CC(=O)NC1CCCC1,-5,0.3,11,0.3
Cn1c(=O)[nH]c(=O)c2c1nc(Br)n2Cc1ccccc1Cl,18,0.4,-5,-0.1
CCCCCn1c(NCCO)nc2c1c(=O)[nH]c(=O)n2C,-1,-1.3,-3,0.1
CC12C(=O)N(c3cccc(O)c3)C(=O)C1C1c3ccccc3C2c2ccccc21 (stereo not given),12,0.0,6,0.1
CCOc1ccc(/C=N/N=C(\N)c2nonc2N)c(OCC)c1,13,-0.8,-2,0.2
CCCCC1=NN2C(=N)/C(=C/c3ccc(OCCOc4c(C)cccc4C)cc3)C(=O)N=C2S1,2,-1.7,9,0.5
Cc1cc(C)nc(NC(=O)Cn2c(=O)oc3ccccc32)n1,11,0.2,21,0.1
Cc1c(O)ccc2c3c(c(=O)oc12)CCC(C)C3 (stereo not given),-3,1.0,0,-0.1
Cc1[nH]c(=O)[nH]c(=O)c1S(=O)(=O)Nc1ccc(N=Nc2ccccc2)cc1,8,0.1,-9,0.0
CCOC(=O)c1c(NC(=O)C(CC)SC2=NCCS2)sc2c1CCCC2 (stereo not given),1,-1.3,2,0.0
O=C(Nc1ccc(Cl)c(Cl)c1)c1ccc(F)c(S(=O)(=O)N2CCOCC2)c1,1,0.7,5,0.9
CCOc1ccc(NC(=O)CSC2=C(C#N)C(c3ccccc3C)C3=C(CCCC3=O)N2)cc1 (stereo not given),-1,-0.6,3,-0.2
N#Cc1c(NC(=O)c2cc3nc(-c4ccco4)cc(C(F)(F)F)n3n2)sc2c1CCCCC2,1,-0.8,1,0.0
CC1=C(C(=O)OCCc2ccccc2)C(c2ccccc2[N+](=O)[O-])NC(=O)N1C (stereo not given),-3,-0.2,7,-0.2
CCN(CC)CCN1C(=O)C2C(C(=O)Nc3ccc(Br)cc3)C3C=CC2(O3)C1C(=O)NC1CCCCC1 (stereo not given),-3,-0.3,2,0.0
CCOc1ccc(C)cc1S(=O)(=O)n1ccnc1,0,-0.7,-5,0.1
O=C(OCc1ccco1)c1cc2cc(Br)ccc2oc1=O,-35,0.0,-13,0.0
Cc1c(C(=O)NCCC(C)C)cccc1[N+](=O)[O-],1,-1.1,3,-0.1
COc1cc2c(cc1OC)CN(C(=O)CCC1(Cc3ccccc3)CCC(=O)N1)CC2 (stereo not given),-64,-0.3,-13,0.1
CCN(C(=O)c1cc(OC)c(OC)cc1[N+](=O)[O-])c1ccccc1C,-8,0.2,4,0.2

Next section (2 carried over from the part before).
molecule,TEAD-YAP inh,GPR151 ag,MITF inh,FBW7 activator
COc1cc2c(cc1OC)CN(C(=O)CCC1(Cc3ccccc3)CCC(=O)N1)CC2 (stereo not given),-64,-0.3,-13,0.1
CCN(C(=O)c1cc(OC)c(OC)cc1[N+](=O)[O-])c1ccccc1C,-8,0.2,4,0.2
COc1cccc(C2C=C(c3ccc(Br)cc3)Nc3ncnn32)c1OC (stereo not given),4,0.5,1,-0.1
CCOC(=O)c1cnc(SCCC(N)=O)nc1N,-2,1.1,4,-0.2
Cc1csc(NC(=O)C(C)(C)Oc2ccc(Cl)cc2)n1,-1,-0.1,0,0.8
Cc1ccc(CCNC(=O)CNC(=S)N(Cc2cccs2)C2CCCCC2)cc1,-3,0.9,0,-0.1
COc1cccc(C2SCC(=O)N2c2ccc(C)cc2)c1OC (stereo not given),5,0.8,11,-0.2
CC1CCC(NC(=O)N(CCCl)N=O)CC1 (stereo not given),-13,3.6,0,-0.1
COc1ccc(-c2cc(-c3ccc(OC)c(OC)c3)n[nH]2)c(O)c1,-57,-3.8,11,0.0
COc1ccccc1CNC(=O)C1C2C=CC(C2)C1c1nc2ccccc2c(=O)[nH]1 (stereo not given),6,-0.4,15,0.7
CCOC(=O)Cc1csc(NC(=O)c2cc(=O)c3ccccc3o2)n1,-11,-1.6,16,1.7
Cc1c(C=O)c2ccccc2n1CC(=O)NCc1ccccc1,-6,-1.3,-13,-0.1
O=C1c2cccc3c(S(=O)(=O)N4CCOCC4)ccc(c23)N1C(=O)C1CCCCC1,1,0.4,-2,-0.1
CCC(C)NC(=O)Cn1nc(-c2ccc(Cl)cc2)ccc1=O (stereo not given),11,-0.5,11,0.1
Cc1cccc(C)c1-n1c(SCC#N)nc2c(sc(=S)n2CCc2ccccc2)c1=O,-4,0.3,16,0.0
CC1=Nc2ccccc2C(c2ccccc2)(c2ccccc2)O1,-7,0.1,7,0.0
O=C1c2ccccc2C(=O)N1c1cccc(Cl)c1,9,4.7,-17,0.1
Cc1ccccc1CN(CC(=O)NCc1cccnc1)S(=O)(=O)c1ccc(Cl)cc1,14,-0.5,-2,0.1
C/C(CC(=O)Nc1ccc2c(c1)OCO2)=N\NC(=O)OC(C)(C)C,-56,0.2,6,-0.1
NC(=O)C1CCN(C(=O)CN(CC(=O)N2CCC(C(N)=O)CC2)Cc2ccco2)CC1,-6,-1.1,-3,0.0
OC(CN1CCCN(c2nc(-c3ccccc3)ns2)CC1)C(F)(F)F (stereo not given),-26,-0.4,9,-0.1
CC(=O)N1CCN(c2ccc(NC(=O)COc3cccc(C)c3C)cc2)CC1,4,0.5,7,0.0
